SSB-PriA inh – K. pneumoniae PriA-SSBct interaction inhibition; AlphaScreen SSBct-PriA binding, biotinylated peptide; inhibition, % at 33 µM; 430,000 compounds, 0.6% hits; in the data active = inhibition mostly above about 37%, no sharp cut-off; inactive = mostly below about 20%;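 note: plate controls were negative control peptide for no effect and reference peptide for full effect; strong numbers were not always called active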
3CLpro inhibitor – SARS-CoV 3CLpro protease inhibition. 290,000 compounds, 0.14% hits. P0C6X7. AID 1706. recombinant SARS-CoV 3CLpro, quenched FRET peptide cleavage. inhibition, % at 6 µM; in the data active = inhibition above about 12%
BH1578 lux ind – quorum light induction in luxS cqsA deficient V. cholerae | activation, % at 18.7 µM | V. cholerae BH1578 lux reporter, luminescence, 6 h | 350,000 compounds, 0.16% hits | AID 588436; in the data active = activation mostly above about 9.7%, no sharp cut-off; note: not every result past the cut was called active; inactives centre near 0; reference of the scale not given here
BoNT A protease – BoNT A light chain protease inhibition; multiplex microsphere protease substrate cleavage, flow cytometry; inhibition, % at 10 µM; 360,000 compounds, 0.17% hits; AID 588499; note: plate controls were buffer without enzyme for full effect and enzyme alone for no effect
PfHsp40 yeast – compounds rescuing yeast from Plasmodium falciparum HSP40 toxicity; S. cerevisiae expressing PfHsp40, growth rescue, ATP luminescence; growth rescue, % at 12.5 µM; 340,000 compounds, 0.68% hits; in the data active = growth rescue above about 28%, passing the limit was not always enough;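 note: yeast W303a lacking pdr1 and pdr3 grown in galactose medium; growth measured after three days at 30 °C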
Yp Topo-I inh – inhibitors of Yersinia pestis topoisomerase I; activity, % at 10 µM; Y. pestis Topo-I cleavage product accumulation, plate reader; 360,000 compounds, 0.064% hits; in the data active = activity above about 50%, passing the limit was not always enough; note: inactives centre near 2
Anthrax LF prot – anthrax lethal factor protease inhibition; P15917; 360,000 compounds, 0.12% hits; inhibition, % at 10 µM; multiplex microsphere protease cleavage assay, LF; note: plate controls were buffer without enzyme for full effect and enzyme alone for no effect
PrPC surface inh – cell surface PrPC inhibition, primary TR-FRET screen | TR-FRET read-out | P04156 | inhibition, % at 13.8 µM | 370,000 compounds, 0.43% hits; in the data active = inhibition above about 24%; note: 0% = median of the test wells and 100% = reference compound wells
TcdB GH inh – TcdB glycohydrolase inhibition. inhibition, % at 9.99 µM. AID 652162. TcdB glycohydrolase enzymatic assay, plate reader. 350,000 compounds, 0.24% hits; in the data active = inhibition above about 10%
Target sequence (P18177 whole entry, looked up): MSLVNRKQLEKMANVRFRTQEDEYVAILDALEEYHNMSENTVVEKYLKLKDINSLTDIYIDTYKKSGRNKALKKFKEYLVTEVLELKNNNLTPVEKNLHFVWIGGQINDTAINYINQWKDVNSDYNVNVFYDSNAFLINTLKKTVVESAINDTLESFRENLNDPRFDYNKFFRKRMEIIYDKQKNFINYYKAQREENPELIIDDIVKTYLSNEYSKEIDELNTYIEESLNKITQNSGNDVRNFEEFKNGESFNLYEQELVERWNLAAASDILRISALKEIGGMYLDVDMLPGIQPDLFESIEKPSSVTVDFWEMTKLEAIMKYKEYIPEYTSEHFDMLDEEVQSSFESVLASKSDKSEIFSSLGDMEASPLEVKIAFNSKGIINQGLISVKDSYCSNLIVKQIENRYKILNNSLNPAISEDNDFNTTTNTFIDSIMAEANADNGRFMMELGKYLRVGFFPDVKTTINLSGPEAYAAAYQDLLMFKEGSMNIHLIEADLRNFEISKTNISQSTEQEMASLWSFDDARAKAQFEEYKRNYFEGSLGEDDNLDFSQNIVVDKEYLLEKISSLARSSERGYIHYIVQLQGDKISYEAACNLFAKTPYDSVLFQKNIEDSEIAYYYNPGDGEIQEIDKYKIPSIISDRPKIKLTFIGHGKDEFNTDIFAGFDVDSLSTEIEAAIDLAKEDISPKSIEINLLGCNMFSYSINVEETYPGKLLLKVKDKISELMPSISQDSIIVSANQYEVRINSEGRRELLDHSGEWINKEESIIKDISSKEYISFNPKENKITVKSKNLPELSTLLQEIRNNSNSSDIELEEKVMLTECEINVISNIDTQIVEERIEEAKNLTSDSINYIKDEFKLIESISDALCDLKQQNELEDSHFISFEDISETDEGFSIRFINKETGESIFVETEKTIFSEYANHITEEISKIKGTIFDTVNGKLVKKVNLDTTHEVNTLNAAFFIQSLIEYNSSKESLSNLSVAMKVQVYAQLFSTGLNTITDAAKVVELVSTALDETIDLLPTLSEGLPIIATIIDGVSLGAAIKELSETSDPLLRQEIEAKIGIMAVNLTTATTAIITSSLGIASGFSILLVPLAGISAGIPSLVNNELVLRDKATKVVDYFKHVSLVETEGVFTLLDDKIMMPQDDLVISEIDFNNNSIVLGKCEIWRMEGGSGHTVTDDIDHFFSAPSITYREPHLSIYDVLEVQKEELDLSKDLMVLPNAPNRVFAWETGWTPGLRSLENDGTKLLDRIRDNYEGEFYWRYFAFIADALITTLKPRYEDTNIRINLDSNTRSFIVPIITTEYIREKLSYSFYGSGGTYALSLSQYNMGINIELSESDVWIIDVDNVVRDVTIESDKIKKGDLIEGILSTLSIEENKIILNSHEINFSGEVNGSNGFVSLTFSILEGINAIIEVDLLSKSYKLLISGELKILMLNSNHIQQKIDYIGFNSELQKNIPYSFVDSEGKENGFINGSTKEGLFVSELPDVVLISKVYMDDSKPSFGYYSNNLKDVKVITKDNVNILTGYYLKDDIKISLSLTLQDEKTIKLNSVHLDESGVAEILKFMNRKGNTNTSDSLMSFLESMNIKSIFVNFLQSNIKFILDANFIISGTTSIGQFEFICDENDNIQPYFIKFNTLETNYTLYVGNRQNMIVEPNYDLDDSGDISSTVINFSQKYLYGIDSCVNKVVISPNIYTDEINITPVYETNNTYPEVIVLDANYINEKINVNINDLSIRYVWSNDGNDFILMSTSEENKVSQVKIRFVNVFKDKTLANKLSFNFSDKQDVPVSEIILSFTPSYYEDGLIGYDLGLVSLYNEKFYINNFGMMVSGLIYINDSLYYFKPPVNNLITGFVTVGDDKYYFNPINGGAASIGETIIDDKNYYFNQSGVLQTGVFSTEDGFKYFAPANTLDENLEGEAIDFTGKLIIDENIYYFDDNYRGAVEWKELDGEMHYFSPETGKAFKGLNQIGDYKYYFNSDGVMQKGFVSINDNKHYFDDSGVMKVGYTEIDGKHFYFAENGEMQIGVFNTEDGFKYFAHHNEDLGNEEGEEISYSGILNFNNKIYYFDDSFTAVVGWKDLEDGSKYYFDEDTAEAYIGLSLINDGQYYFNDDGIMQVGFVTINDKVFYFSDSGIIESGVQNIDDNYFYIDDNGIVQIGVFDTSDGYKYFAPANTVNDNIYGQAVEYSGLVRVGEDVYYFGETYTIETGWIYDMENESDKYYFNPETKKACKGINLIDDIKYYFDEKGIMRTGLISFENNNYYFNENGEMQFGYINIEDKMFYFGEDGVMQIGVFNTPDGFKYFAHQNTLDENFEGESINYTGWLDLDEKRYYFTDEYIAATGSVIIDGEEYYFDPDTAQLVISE
* = called active by the depositor; & = joins results of further samples. Cut-off read from the data, not from the text of the source, unless noted: active = inhibition above about 30%; inconclusive = no clear call, values can overlap the other calls; inactive = below that.

A first look:
What do the screens show for `Fc1ccc2nc(Nc3nc4c(s3)CCCC4)sc2c1`?
SSB-PriA inh: 4&-6; 3CLpro inhibitor: 6; BH1578 lux ind: -11; BoNT A protease: -0.4; PfHsp40 yeast: 11; Yp Topo-I inh: 0; Anthrax LF prot: -3; PrPC surface inh: 10

How did CNC(=O)CSc1cn(CC(=O)N(C(C)C)C(C)C)c2ccccc12 do in these assays?
SSB-PriA inh: 7; 3CLpro inhibitor: 6; BH1578 lux ind: -0.2; BoNT A protease: -1.0; PfHsp40 yeast: 0.0; Yp Topo-I inh: 0; Anthrax LF prot: -7; PrPC surface inh: 3; TcdB GH inh: 0.1

The listing, previewed entries included:
What do the screens show for `Fc1ccc2nc(Nc3nc4c(s3)CCCC4)sc2c1`?
SSB-PriA inh: 4&-6; 3CLpro inhibitor: 6; BH1578 lux ind: -11; BoNT A protease: -0.4; PfHsp40 yeast: 11; Yp Topo-I inh: 0; Anthrax LF prot: -3; PrPC surface inh: 10

How did CNC(=O)CSc1cn(CC(=O)N(C(C)C)C(C)C)c2ccccc12 do in these assays?
SSB-PriA inh: 7; 3CLpro inhibitor: 6; BH1578 lux ind: -0.2; BoNT A protease: -1.0; PfHsp40 yeast: 0.0; Yp Topo-I inh: 0; Anthrax LF prot: -7; PrPC surface inh: 3; TcdB GH inh: 0.1

How did Cc1noc(C)c1CN1C(=O)NC2(CCCCCCC2)C1=O do in these assays?
SSB-PriA inh: -17; 3CLpro inhibitor: -1; BH1578 lux ind: -3.4; BoNT A protease: -0.8; PfHsp40 yeast: 0.7; Yp Topo-I inh: 2; Anthrax LF prot: -6; PrPC surface inh: 6

How did COc1ccccc1CNS(=O)(=O)c1cc(C)ccc1OC do in these assays?
SSB-PriA inh: -8; 3CLpro inhibitor: -3; BH1578 lux ind: -0.2; BoNT A protease: 0.1; PfHsp40 yeast: 0.0; Yp Topo-I inh: 6; Anthrax LF prot: 1; PrPC surface inh: 3

Results for O=C(NCCN1C(=O)CSC1=O)c1ccccc1 ?
SSB-PriA inh: -12; 3CLpro inhibitor: 2; BH1578 lux ind: inactive; BoNT A protease: -0.5; PfHsp40 yeast: 0.1; Yp Topo-I inh: 2; Anthrax LF prot: -7; PrPC surface inh: 1

Results for Cn1nc(C(=O)Nc2ccc(S(=O)(=O)Nc3ncccn3)cc2)ccc1=O ?
SSB-PriA inh: -1; 3CLpro inhibitor: -1; BH1578 lux ind: inactive; BoNT A protease: 1.0; PfHsp40 yeast: 0.4; Yp Topo-I inh: -4; Anthrax LF prot: -5; PrPC surface inh: 9; TcdB GH inh: 1.0

How did CCN(CC)CCCNC(=S)N(Cc1cccnc1)Cc1cc2cccc(C)c2[nH]c1=O do in these assays?
SSB-PriA inh: -3; 3CLpro inhibitor: 6; BH1578 lux ind: inactive; BoNT A protease: -0.1; PfHsp40 yeast: -0.4; Yp Topo-I inh: 6; Anthrax LF prot: -8; PrPC surface inh: -3; TcdB GH inh: 0.7

What do the screens show for `Cc1cc2cc(CNC(=O)c3cccs3)ccc2n1C`?
SSB-PriA inh: 17&24; 3CLpro inhibitor: -2; BH1578 lux ind: 2.0; BoNT A protease: 79*; PfHsp40 yeast: -0.5; Yp Topo-I inh: 5; Anthrax LF prot: -3; PrPC surface inh: 35*; TcdB GH inh: 1.7

Results for C/C(CC(=O)NC1CCCC1)=N\NC(=O)Cc1cccs1 ?
3CLpro inhibitor: 8; BH1578 lux ind: -0.2; BoNT A protease: -0.9; PfHsp40 yeast: -1.1; Yp Topo-I inh: -9; Anthrax LF prot: 0; PrPC surface inh: -1

Results for CCCNc1cc(=O)n(C)c(=O)n1C ?
SSB-PriA inh: -6; 3CLpro inhibitor: -4; BH1578 lux ind: inactive; BoNT A protease: -0.5; PfHsp40 yeast: -0.9; Yp Topo-I inh: 2; Anthrax LF prot: -2; PrPC surface inh: -3

How did Cc1ccc(-n2nnnc2SCC(=O)N2CCc3ccccc3C2)c(C)c1 do in these assays?
SSB-PriA inh: -13; 3CLpro inhibitor: -3; BH1578 lux ind: inactive; BoNT A protease: -1.0; PfHsp40 yeast: 71*; Yp Topo-I inh: 17; Anthrax LF prot: -1; PrPC surface inh: 6

How did O=C(O)COc1ccc(-c2nnn(CC(=O)O)n2)cc1 do in these assays?
SSB-PriA inh: -4; 3CLpro inhibitor: 3; BH1578 lux ind: -0.3; BoNT A protease: 0.2; PfHsp40 yeast: 0.7; Yp Topo-I inh: 6; Anthrax LF prot: 0; PrPC surface inh: 8

How did Cn1cccc1/C=C1\CC(C(C)(C)C)C/C(=C\c2cccn2C)C1=O (stereo not given) do in these assays?
SSB-PriA inh: 6; 3CLpro inhibitor: 2; BH1578 lux ind: -1.7; BoNT A protease: 2.7; PfHsp40 yeast: -1.5; Yp Topo-I inh: 0; Anthrax LF prot: 2; PrPC surface inh: 3

What do the screens show for `CCOc1cc(C)c(Cl)cc1S(=O)(=O)n1ccnc1`?
SSB-PriA inh: 2&-4; 3CLpro inhibitor: 0; BH1578 lux ind: inactive; BoNT A protease: -1.4; PfHsp40 yeast: -2.1; Yp Topo-I inh: 9; Anthrax LF prot: -9; PrPC surface inh: 8; TcdB GH inh: -0.9

Results for CCNc1nc(NCC)n2c(SCC(=O)Nc3ccc(F)cc3[N+](=O)[O-])nnc2n1 ?
SSB-PriA inh: -4; 3CLpro inhibitor: 5; BH1578 lux ind: -2.9; BoNT A protease: -0.3; PfHsp40 yeast: 1.3; Yp Topo-I inh: 4; Anthrax LF prot: 2; PrPC surface inh: -9; TcdB GH inh: 2.2

How did Cc1ccc(-c2nnc(Nc3ccc(C(=O)N(C)C)cc3)c3ccccc23)cc1S(=O)(=O)NCC1CCCO1 (stereo not given) do in these assays?
SSB-PriA inh: -5; 3CLpro inhibitor: 2; BH1578 lux ind: -3.4; BoNT A protease: 1.5; PfHsp40 yeast: 0.2; Yp Topo-I inh: 3; Anthrax LF prot: 4; PrPC surface inh: -20

What do the screens show for `CCOC(=O)N1CCC(NC(=O)CSCc2nc(-c3ccccc3Cl)oc2C)CC1`?
SSB-PriA inh: -3; 3CLpro inhibitor: -4; BH1578 lux ind: -0.6; BoNT A protease: 0.3; PfHsp40 yeast: -1.1; Yp Topo-I inh: 10; Anthrax LF prot: -2; PrPC surface inh: 2; TcdB GH inh: -0.6

Results for Cc1ccc(NC(=O)c2cc(=O)c3ccccc3o2)cc1S(=O)(=O)N1CCOCC1 ?
SSB-PriA inh: -3; 3CLpro inhibitor: 4; BH1578 lux ind: -0.2; BoNT A protease: -1.0; PfHsp40 yeast: 0.7; Yp Topo-I inh: 0; Anthrax LF prot: 2; PrPC surface inh: -23; TcdB GH inh: 0.5

What do the screens show for `CCOC(=O)c1ccc(NC(=O)CSC2=NN3CCCC(=O)N=C3S2)cc1`?
SSB-PriA inh: -15&-15; 3CLpro inhibitor: -3; BH1578 lux ind: -0.5; BoNT A protease: 0.5; PfHsp40 yeast: -0.3; Yp Topo-I inh: 0; Anthrax LF prot: 1; PrPC surface inh: 2; TcdB GH inh: 0.0

How did Cn1ncc(Br)c1C(=O)Nc1ccc(Cl)cn1 do in these assays?
SSB-PriA inh: -8; 3CLpro inhibitor: -5; BoNT A protease: 0.1; PfHsp40 yeast: -1.9; Yp Topo-I inh: 8; Anthrax LF prot: 2; PrPC surface inh: 0

How did CC[N+](CC)(CC#CCO)CC#Cc1ccccc1 do in these assays?
SSB-PriA inh: -4; 3CLpro inhibitor: -4; BH1578 lux ind: -0.2; BoNT A protease: 0.4; PfHsp40 yeast: 1.6; Yp Topo-I inh: -10; Anthrax LF prot: -4; PrPC surface inh: 3; TcdB GH inh: 0.4

How did Cc1ccc(CS(=O)Cc2ccc(C(=O)NCc3ccc(OC(C)C)cc3)o2)cc1 (stereo not given) do in these assays?
SSB-PriA inh: -1; 3CLpro inhibitor: 2; BH1578 lux ind: -0.2; BoNT A protease: -0.4; PfHsp40 yeast: -0.3; Yp Topo-I inh: 24; Anthrax LF prot: 0; PrPC surface inh: 0; TcdB GH inh: 0.8

How did O=C(Cc1cccs1)N1CCC(c2nc3c(nnn3Cc3ccc(F)cc3)c(=O)[nH]2)CC1 do in these assays?
SSB-PriA inh: 7; 3CLpro inhibitor: 3; BH1578 lux ind: -5.6; BoNT A protease: -4.1; PfHsp40 yeast: 0.4; Yp Topo-I inh: 40; Anthrax LF prot: -2; PrPC surface inh: 3

How did CCCc1cc(=O)[nH]c(SCC(=O)NCCN2C(=O)CSC2=O)n1 do in these assays?
SSB-PriA inh: -2; BH1578 lux ind: inactive; BoNT A protease: 2.0; PfHsp40 yeast: 4.4; Yp Topo-I inh: 6; Anthrax LF prot: 2; PrPC surface inh: -6; TcdB GH inh: -0.4

How did CCOc1ccc2[nH]c3c(NCCOC)ncnc3c2c1 do in these assays?
SSB-PriA inh: 3; 3CLpro inhibitor: 0; BH1578 lux ind: -0.5; BoNT A protease: -7.1; PfHsp40 yeast: 2.3; Yp Topo-I inh: 0; Anthrax LF prot: -14; PrPC surface inh: 7; TcdB GH inh: 3.4

Results for COC(=O)c1ccc(-c2noc(CN(Cc3nccn3C)C(C)C)n2)cc1 ?
SSB-PriA inh: -9; 3CLpro inhibitor: -2; BH1578 lux ind: -0.6; BoNT A protease: 0.3; PfHsp40 yeast: -1.5; Yp Topo-I inh: 9; Anthrax LF prot: -4; PrPC surface inh: -5; TcdB GH inh: 1.2

How did FC(F)(F)c1nnc2ccc(N3CCN(c4ccccc4)CC3)nn12 do in these assays?
SSB-PriA inh: -21; 3CLpro inhibitor: -2; BH1578 lux ind: 4.5; BoNT A protease: 0.1; PfHsp40 yeast: 0.2; Yp Topo-I inh: -2; Anthrax LF prot: -1; PrPC surface inh: 7

Results for COc1ccc(/C=N/NC(=O)c2ccc3ccccc3c2)cc1OS(=O)(=O)c1ccc(NC(C)=O)cc1 ?
3CLpro inhibitor: 3; BH1578 lux ind: -0.5; BoNT A protease: 0.2; PfHsp40 yeast: -0.2; Yp Topo-I inh: 10; Anthrax LF prot: -5; PrPC surface inh: 12

What do the screens show for `CC(C)c1ccc(SCc2noc(C(=O)NCC3CCCO3)c2C(=O)O)cc1` (stereo not given)?
SSB-PriA inh: -4; 3CLpro inhibitor: 8; BH1578 lux ind: inactive; BoNT A protease: -0.1; PfHsp40 yeast: 2.3; Yp Topo-I inh: 15; Anthrax LF prot: -4; PrPC surface inh: -2; TcdB GH inh: 0.0

Results for NC(=O)[C@H]1CC2(CC(c3cccc(NC(=O)COc4ccc(Cl)cc4)c3)=NO2)CN1C(=O)C(c1ccccc1)c1ccccc1 (stereo not given in full) ?
SSB-PriA inh: 2; BH1578 lux ind: -0.3; BoNT A protease: 0.1; PfHsp40 yeast: 6.9; Yp Topo-I inh: 14; Anthrax LF prot: -3; PrPC surface inh: -12; TcdB GH inh: 0.5

How did O=C(Nc1ccc(S(=O)(=O)Nc2ncccn2)cc1)c1cnc(Cl)c(Cl)c1 do in these assays?
SSB-PriA inh: -11; 3CLpro inhibitor: -2; BH1578 lux ind: -1.1; BoNT A protease: -0.8; PfHsp40 yeast: 0.9; Yp Topo-I inh: 0; Anthrax LF prot: 1; PrPC surface inh: 0; TcdB GH inh: 1.2

What do the screens show for `Cc1cc(SCC(=O)c2cccc([N+](=O)[O-])c2)nc(=O)[nH]1`?
SSB-PriA inh: 19&15; 3CLpro inhibitor: -2; BH1578 lux ind: -0.4; BoNT A protease: 0.4; PfHsp40 yeast: -0.2; Yp Topo-I inh: -2; Anthrax LF prot: 0

What do the screens show for `CCN(CC)S(=O)(=O)c1ccc(-c2nnc(SCC(N)=O)n2CC)cc1`?
SSB-PriA inh: 2; 3CLpro inhibitor: 5; BH1578 lux ind: inactive; BoNT A protease: -0.8; PfHsp40 yeast: 1.2; Yp Topo-I inh: 6; Anthrax LF prot: -8; PrPC surface inh: 9; TcdB GH inh: -1.2

How did CCC1(c2ccccc2)NC(=O)N(CC(=O)NCc2ccc(OC)cc2)C1=O (stereo not given) do in these assays?
SSB-PriA inh: -1; 3CLpro inhibitor: -4; BH1578 lux ind: 0.0; BoNT A protease: -1.6; PfHsp40 yeast: -0.9; Yp Topo-I inh: -5; Anthrax LF prot: 2; PrPC surface inh: 4; TcdB GH inh: -0.6

Compound activity as filed in PubChem BioAssay.

An excerpt (hit frequency here may not be typical).
